Source: PubChem
HP1b chromo inh: HP1-beta chromodomain-methylated histone interaction inhibition. Potency, µM (series often up to 114 µM), inactives show top-dose activity change, negative = inhibition, usual class: inhibitors. AlphaScreen HP1-beta / biotin-H3K9me3 peptide binding. 390,000 compounds, 0.56% hits. AID 540317. P83916; also: potency is read from the fitted curve at half-maximal effect; nearly all actives have a fitted effect of over 70% in size; inactives centre near 23
Target sequence (P83916 whole entry, looked up): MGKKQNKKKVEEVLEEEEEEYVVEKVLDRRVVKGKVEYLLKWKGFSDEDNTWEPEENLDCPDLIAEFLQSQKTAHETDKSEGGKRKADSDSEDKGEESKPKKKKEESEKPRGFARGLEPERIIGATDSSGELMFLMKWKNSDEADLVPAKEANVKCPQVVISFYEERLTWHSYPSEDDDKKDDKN
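AlphaScreen: HP1-beta (50 nM) preformed 30 min with biotin-H3(1-18)K9me3 peptide (50 nM) in PBS pH 7.4, 0.01% Tween-20. Compound added for 30 min at RT, then streptavidin donor/nickel chelate acceptor beads (10 ug/mL) for 30 min.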
rTrxR1 inhibitor: rat TrxR1 inhibition; O89049; recombinant rTrxR1, NADPH fluorescence consumption, selenite substrate; Potency, µM (top dose mostly 114 µM), for inactives: at the highest dose activity change, negative = inhibition, usual class: inhibitors; 390,000 compounds, 1% hits; AID 588453; also: potency is read from the fitted curve at half-maximal effect; % is scaled to controls: 0 for no effect and ±100 for the full control effect; nearly all actives have a fitted effect of over 65% in size
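Rat TrxR1 (90 nM in the dispensed reagent) was pre-reduced with 400 uM NADPH for 5 min at room temperature, then incubated with compound for 15 min. After 400 uM selenite was added, NADPH fluorescence (Ex 340/Em 450 nm) was followed for 8 min.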
GLS inhibitor: glutaminase GLS (human) inhibition; O94925; GLS enzymatic activity, qHTS titration; Potency, µM (titrated, usually from 45.5 µM), inactives show at the top dose activity change, negative = inhibition, hits mostly inhibitors; 410,000 compounds, 0.21% hits; AID 624170; also: potency is read from the fitted curve at half-maximal effect; % is scaled to controls: 0 for no effect and ±100 for the full control effect
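Glutamate formation by hKGA was monitored fluorometrically using coupled glutamate oxidase, HRP and Amplex Red. Substrate was added as 1 mM L-glutamine solution; incubation was 30 min at RT after an initial read.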
mIDH1 inhibitor: blocks human mutant IDH1 R132H enzyme; O75874; IDH1-R132H enzyme, NADPH consumption, diaphorase/resazurin fluorescence; Potency, µM (series often up to 76.6 µM), inactives show at the highest dose activity change, negative = inhibition, usual class: inhibitors; 390,000 compounds, 0.093% hits; AID 602179; also: potency is read from the fitted curve at half-maximal effect; % is scaled to controls: 0 for no effect and ±100 for the full control effect; nearly all actives have a fitted effect of over 65% in size
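IDH1-R132H (0.5 ug/mL dispensed) in pH 7.5 Tris buffer was preincubated 30 min with compound, then given a substrate mix of 0.016 mM NADPH and 2 mM alpha-KG for 80 min at room temperature; remaining NADPH was read by diaphorase/resazurin fluorescence.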
USP1-UAF1 inh: blocks the human USP1/UAF1 deubiquitinase complex | O94782 | recombinant USP1/UAF1, Ub-Rhodamine cleavage fluorescence | Potency, µM (titrated, usually from 57.1 µM), without a hit: at the top dose activity change, negative = inhibition, most hits filed as inhibitors | 390,000 compounds, 0.23% hits | AID 743255; also: potency is read from the fitted curve at half-maximal effect; % is scaled to controls: 0 for no effect and ±100 for the full control effect; nearly all actives have a fitted effect of over 60% in size; inactives centre near -12
Target sequence (O94782 whole entry, looked up): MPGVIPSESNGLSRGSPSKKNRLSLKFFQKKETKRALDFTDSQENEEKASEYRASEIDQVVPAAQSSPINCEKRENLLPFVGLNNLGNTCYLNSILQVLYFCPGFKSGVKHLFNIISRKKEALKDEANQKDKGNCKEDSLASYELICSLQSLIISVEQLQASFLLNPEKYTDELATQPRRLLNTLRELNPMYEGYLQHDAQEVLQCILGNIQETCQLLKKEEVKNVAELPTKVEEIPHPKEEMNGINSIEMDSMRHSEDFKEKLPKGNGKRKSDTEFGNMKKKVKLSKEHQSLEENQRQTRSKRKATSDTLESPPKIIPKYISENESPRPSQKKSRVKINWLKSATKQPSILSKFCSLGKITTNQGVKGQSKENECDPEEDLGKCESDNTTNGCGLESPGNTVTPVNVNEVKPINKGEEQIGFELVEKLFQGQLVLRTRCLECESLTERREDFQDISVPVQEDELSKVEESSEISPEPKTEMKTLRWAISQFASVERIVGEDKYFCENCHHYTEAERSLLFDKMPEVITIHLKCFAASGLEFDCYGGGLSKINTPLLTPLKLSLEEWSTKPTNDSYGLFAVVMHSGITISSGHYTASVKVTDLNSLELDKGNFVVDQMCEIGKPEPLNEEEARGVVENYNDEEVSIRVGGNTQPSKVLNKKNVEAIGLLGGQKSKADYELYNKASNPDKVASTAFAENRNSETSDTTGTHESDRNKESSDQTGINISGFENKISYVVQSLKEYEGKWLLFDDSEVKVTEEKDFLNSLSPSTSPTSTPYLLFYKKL
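High-throughput fluorogenic screen: 1nM USP1/UAF1 complex, Ub-Rho substrate 150nM final, 50mM HEPES pH 7.8 with 0.5mM EDTA, 0.1 mg/ml BSA, 1mM TCEP and 0.01% Tween-20.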
Pin1 inh: blocks the human prolyl isomerase Pin1. Q13526. Pin1 FP peptide displacement, HiFluor488, 10 min. Potency, µM (titrated, usually from 115 µM), inactives show top-dose activity, negative = inhibition, actives largely listed as inhibitors. 390,000 compounds, 0.009% hits; active = well fitted inhibition curve with a large enough effect in the polarisation, with a control signal flat, not every such curve was filed as active; inconclusive = small, poorly fitted or top-dose-only effect, or effect the other way, or a change in a side signal; inactive = no such curve, though single readings can be large or run the other way; the % refers to the polarisation; also: potency is read from the fitted curve at half-maximal effect; % is scaled to controls: 0 for no effect and ±100 for the full control effect
PI4K2A block: inhibitors of human PI4K2A; Q9BTU6; purified PI4K2A, ADP-Glo luminescence, 1 h; stronger effect = lower value; activity change, negative = inhibition, % at 76.9 µM; 420,000 compounds, 0.13% hits; AID 1346378; in the data active = activity change below about -50%; inconclusive = mostly about -30% to -49%;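 also: -100% = wells without enzyme as full effect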
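ADP-Glo luminescence measured ADP generated by PI4K2A enzyme (4 ug/mL before mixing) with 1.2 mM PI substrate (pre-mix) and 300 microM ATP (pre-mix). Tris pH7.5 buffer with MgCl2, Triton X-100; 1 h reaction at ambient temperature.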
PGK inhibitor: blocks T. brucei phosphoglycerate kinase | AID 602233 | P07378 | PGK/GAPDH coupled, Kinase-Glo luminescence, 60 min | 380,000 compounds, 0.043% hits | Potency, µM (series often up to 57.5 µM), for inactives: top-dose activity change, negative = inhibition, actives largely listed as inhibitors; also: potency is read from the fitted curve at half-maximal effect; % is scaled to controls: 0 for no effect and ±100 for the full control effect; nearly all actives have a fitted effect of over 60% in size
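Luminescent ATP detection (Kinase-Glo Plus) follows a 60-minute room-temperature incubation, with wells lacking PGK as controls. Buffer: 100 mM TEA (pH 7.6), 5 mM MgCl2, 0.01% Tween-20. Coupling enzyme GAPDH (100 nM final) supplies unstable 1,3-BPG in-well.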
TrxR1 substrate: is turned over as a substrate by rat TrxR1; O89049; purified TrxR1 substrate turnover, NADPH consumption readout; Potency, µM (series often up to 114 µM), without a hit: at the top dose activity change, negative = substrate turnover; 390,000 compounds, 0.01% hits; AID 588456; also: potency is read from the fitted curve at half-maximal effect; % is scaled to controls: 0 for no effect and ±100 for the full control effect; nearly all actives have a fitted effect of over 50% in size
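Rat TrxR1, dispensed at 90 nM, was prereduced with 400 uM NADPH (final) for 5 min at ~22 deg C, then incubated with compound 15 min before 400 uM selenite. A first-read NADPH fluorescence drop versus no-compound background flagged substrates.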
Numbers without * were called inactive; i = inactive; ? = inconclusive; nt = no result given; [ ] = remark or other dose. Unless noted, calls follow the shape of the dose curve; as a rule, active = well fitted curve in the direction sought with a large enough effect; inconclusive = small, poorly fitted or top-dose-only effect, or another doubt; inactive = no such curve, though single readings can be large; an effect the other way counts as inactive or inconclusive. Not all compounds are listed, so the mix of outcomes need not match the whole.

HP1b chromo inh,rTrxR1 inhibitor,GLS inhibitor,mIDH1 inhibitor,USP1-UAF1 inh,Pin1 inh,PI4K2A block,PGK inhibitor,TrxR1 substrate,Molecule
9.7%,-18.8%,6.5%,-0.9%,-19.1%,4.6%,-3.1,i,35.4%,Cc1ccc2c(c1)c1c(n2CC(O)Cn2ccnc2C)C(=O)CCC1 (centres undefined)
17.4%,-14.7%,-4.7%,2.3%,-9.9%,-3.6%,0.1,-8.0%,-7.7%,CCCCn1c(N)c(N(CC(C)C)C(=O)c2ccc(F)c(S(=O)(=O)N3CCOCC3)c2)c(=O)[nH]c1=O
28.5%,7.8%,1.5%,4.0%,4.6%,?,0.2,-0.2%,-4.0%,CCCCN(C)CCCNC(=O)CC1Oc2ccccc2NC1=O (centres undefined)
22.9%,9.8%[57.1 µM],2.5%,-2.2%,-4.9%,-0.6%,5.1,5.6%,-2.2%[57.1 µM],O=C(NCCCn1ccnc1)C(=O)c1cn(CC(=O)N2CCCCCC2)c2ccccc12
26.2%,4.9%[57.1 µM],14.7%,2.0%,-18.5%,-11.5%,4.6,-1.2%,366.7%[activator][57.1 µM],Cc1cc(=O)oc2c3c(cc(OCC(=O)NCCCn4ccnc4)c12)OC(C)(C)CC3
36.4%,-13.2%,11.9%,0.2%,2.0%,22.6%,13.8,1.5%,-13.7%,Cc1cc(SCC(=O)c2cccs2)n2nc(C)c(-c3ccccc3)c2n1
22.4%,15.9%,-3.6%,5.1%,-15.8%,14.9%,-1.1,-9.9%,-1.8%,Cc1sc2nc(CSC(C)C(=O)NC3(C#N)CCCCC3)[nH]c(=O)c2c1C (centres undefined)
20.4%,10.0%,-2.9%,1.3%,-23.1%,-4.5%,-1.2,-6.0%,1.0%,CCOC(=O)c1csc(NC(=O)CN2CCCCC2)n1
25.2%,7.5%[57.1 µM],-10.4%,16.0%,6.7%,-1.9%,-3.1,-3.2%,9.1%[57.1 µM],N#CC(CC(=O)c1ccc(F)cc1)c1ccc2c(c1)OCO2 (centres undefined)
19.7%,15.1%[57.1 µM],-1.2%,-0.5%,-20.9%,20.1%,0.6,2.5%,5.1%[57.1 µM],COc1ccc(Cn2c(=S)[nH]c3cc(C(=O)NCc4cccnc4)ccc3c2=O)cc1
44.4%[activator],18.5%,0.8%,1.1%,-22.0%,-0.4%,0.5,-6.8%,12.1%,CCOc1ccc(N(CC(=O)NC2CCCC2)S(=O)(=O)c2c(C)[nH]c(=O)[nH]c2=O)cc1
nt,nt,2.5%,-16.5%,4.5%,nt,-2.9,5.7%,nt,CCn1c(SCC(=O)N2CCC(C)CC2)nc2c([nH]c3ccccc32)c1=O
23.7%,9.2%[57.1 µM],-5.5%,3.1%,-13.9%,11.9%,-1.8,-4.5%,8.1%[2.29 µM],Cc1cc(C)nc(Nc2n[nH]c(-c3cccc4ccccc34)n2)n1
36.0%,3.5%,3.3%,5.9%,-17.1%,1.8%,-1.6,2.8%,3.1%,COc1ccc(OCCCC(=O)Nc2cccnc2)cc1
13.4%,3.1%,12.0%,-7.6%,-1.9%,-8.0%,7.3,3.0%,2.1%,CCCC(=O)Nc1c2c(nn1-c1ccc(C)cc1)CS(=O)(=O)C2
10µM*,15.2%[57.1 µM],11.4%,-1.1%,-0.2%,-17.3%,-11.9,-12.8%,5.8%[57.1 µM],N#C/C(C(N)=O)=c1/ccc2c(c1)N1C3=C(CCCC3)CC3CCCCC31N=2 (centres undefined)
27.2%,8.5%,-6.5%,3.4%,-19.7%,11.2%,3.5,-1.0%,11.4%,CCN1C(=O)[C@@H]2[C@@H](c3ccc(-c4ccc(OC)cc4)c(OC)c3)N3CCC[C@@]3(C(=O)OC)[C@@H]2C1=O
15.7%,5.4%[57.1 µM],6.4%,2.4%,15.9%,4.7%,-0.5,-3.0%,-0.9%[57.1 µM],CCCCCCCNC(=O)C1(CC2CC(c3ccc(Cl)cc3)=NO2)CCN(C(=O)CCCCCBr)CC1 (centres undefined)
nt,nt,9.9%,-3.7%,0.7%,nt,-3.1,-4.9%,nt,O=C(NCCCN1CCCC1=O)C(=O)NCC1OCCCN1S(=O)(=O)c1ccccc1 (centres undefined)
19.3%,17.9%,3.0%,2.0%,-4.3%,1.0%,-4.2,0.8%,0.3%,CCOc1cc(CNCc2ccccn2)cc(Cl)c1OCC
23.8%,14.7%[57.1 µM],-14.9%,2.8%,-1.0%,0.2%,-6.4,-8.8%,5.9%[57.1 µM],CC(C)(C)NCC(O)(c1ccc(Cl)cc1)c1ccc(Cl)cc1
-1.2%,22.3%,4.6%,-1.7%,-15.8%,?,8.4,8.0%,-0.6%,CCOc1c(OC(C)=O)ccc(/C=C/c2ccc3cccc(OC(C)=O)c3n2)c1[N+](=O)[O-]
35.5µM*,3.16µM*,-19.1%,3.7%,?,nt,-21.1,-8.0%,3.5%[57.1 µM],Cc1c([N+](=O)[O-])cc(N2C(=O)C=CC2=O)cc1[N+](=O)[O-]
9.0%,13.1%,-0.9%,0.9%,1.6%,-5.9%,0.5,-5.7%,10.5%,O=C(Nc1cccc2c1CCCC2)c1ccncc1
30.2%,3.5%,2.5%,-0.4%,-10.7%,-1.2%,-3.2,i,-2.7%,O=C(COC(=O)Cc1ccc(Br)cc1)NC1CC1
36.8%,-9.3%[57.1 µM],10.6%,0.2%,-11.4%,8.3%,2.1,-0.8%,13.5%[57.1 µM],O=c1ccc2cc3c(-c4ccccc4)coc3cc2o1
26.4%,7.1%[57.1 µM],1.4%,11.7%,-19.9%,?,3.2,1.7%,-1.6%[57.1 µM],COc1ccc(S(=O)(=O)N2CCC(n3c(C(F)(F)F)nc4cccnc43)CC2)cc1OC
22.1%,1.5%,-2.9%,4.2%,1.0%,-0.2%,-1.3,5.6%,2.8%,C/C(=N\NC(=O)c1cc(C)oc1C)c1ccc2ccccc2c1
15.2%,11.5%,-6.0%,-6.8%,-0.5%,-0.5%,6.3,i,-1.7%,COc1cccc(-c2cn3c(n2)sc2cc(C(=O)NCc4ccccc4F)ccc23)c1
5.0%,20.9%[57.1 µM],-27.8%,-13.6%,-21.7%,-7.9%,2.2,-2.7%,-7.8%,O=C(O)c1ccc(NS(=O)(=O)c2cccc(S(=O)(=O)c3ccc(Cl)c(Cl)c3)c2)cc1

No new results follow: 2 of the compounds above.
HP1b chromo inh,rTrxR1 inhibitor,GLS inhibitor,mIDH1 inhibitor,USP1-UAF1 inh,Pin1 inh,PI4K2A block,PGK inhibitor,TrxR1 substrate,Molecule
9.7%,-18.8%,6.5%,-0.9%,-19.1%,4.6%,-3.1,i,35.4%,Cc1ccc2c(c1)c1c(n2CC(O)Cn2ccnc2C)C(=O)CCC1 (centres undefined)
17.4%,-14.7%,-4.7%,2.3%,-9.9%,-3.6%,0.1,-8.0%,-7.7%,CCCCn1c(N)c(N(CC(C)C)C(=O)c2ccc(F)c(S(=O)(=O)N3CCOCC3)c2)c(=O)[nH]c1=O

Going on with the list.
HP1b chromo inh,rTrxR1 inhibitor,GLS inhibitor,mIDH1 inhibitor,USP1-UAF1 inh,Pin1 inh,PI4K2A block,PGK inhibitor,TrxR1 substrate,Molecule
36.0%,4.8%,-5.7%,6.0%,-32.8%,34.4%[activator],5.4,i,-3.5%,CCC(Sc1nnc2c3ccccc3n(CC)c2n1)C(=O)Nc1nnc(C(C)C)s1 (centres undefined)
-11.1%,12.4%,39.3%[activator],-5.4%,-6.3%,2.7%,3.0,6.7%,2.0%,N#Cc1ccc(-n2nccc2-c2cnc3n(c2=O)CCS3)cc1
22.3%,13.5%,0.5%,10.9%,-25.9%,-1.5%,5.5,1.4%,13.9%,Cc1ccnn1CCC(=O)N1CCCC(CCC(=O)N2CCN(c3ccccn3)CC2)C1 (centres undefined)
30.9%,15.9%,-3.2%,-3.7%,-14.6%,-4.3%,-2.0,i,7.3%,CCOC(=O)c1cnc(-n2nc(C)cc2C)nc1Nc1ccc(O)cc1
51.0%[activator],-3.2%,-2.7%,2.0%,-8.8%,-4.0%,3.5,i,6.9%,CC1C(=O)OC2C1CCC1(C)CCC(=O)C(C)C21 (centres undefined)
51.8%[activator],18.3%,2.3%,4.9%,-14.5%,-8.1%,-5.2,i,-7.0%,Cc1cccc(C)c1N1CCN(S(=O)(=O)c2ccccc2)CC1
-14.3%,15.5%,-20.0%,0.0%,2.3%,0.3%,-0.6,-8.0%,-2.8%,Cc1nc(SCC(=O)Nc2cccc(S(=O)(=O)N3CCOCC3)c2)nc(C)c1C
38.4%,17.9%,-16.1%,-10.8%,?,?,4.6,-1.9%,12.2%,COc1ccc(NC(=O)CSc2nc3n[nH]c(C)c3c(=N)n2-c2ccc(Cl)c(C)c2)cc1OC

Just rTrxR1 inhibitor, TrxR1 substrate and HP1b chromo inh, for two of the compounds above:
mol | rTrxR1 inhibitor | TrxR1 substrate | HP1b chromo inh
CCC(Sc1nnc2c3ccccc3n(CC)c2n1)C(=O)Nc1nnc(C(C)C)s1 (centres undefined) | 4.8% | -3.5% | 36.0%
Cc1nc(SCC(=O)Nc2cccc(S(=O)(=O)N3CCOCC3)c2)nc(C)c1C | 15.5% | -2.8% | -14.3%
